# Screening results: PubChem, several laboratories
# T cell modulator – modulates CD8 T cell binding to vesicles. 330,000 compounds, 0.068% hits. 2C CD8+ T cell-vesicle binding, flow cytometry; stronger effect = lower value. AID 2052. calls only at 7 µM;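 active = response, share of CD8 T cells binding vesicles, and their 90th percentile fluorescence all below set limits, cut at about 80% in these data, passing the limit was not always enough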
#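 Incubation: binding step 1.5 h, 37 °C, antibody labelling 20 min, ice; system: murine 2C transgenic CD8+ T lymphocytes; technique: cytometric PE anti-B7-1 and Alexa647 anti-CD8 signals after 1% paraformaldehyde fixation; also added: QL9-charged Drosophila Ld/ICAM-1/B7-1 vesicles; control set: naked versus QL9-loaded vesicles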
# NTR1 ag – agonists of NTR1, primary screen, imaging, U2OS cells, beta-arrestin-GFP, high content (AID 493036); activation, % at 20 µM; P30989; NTR1-U2OS beta-arrestin-GFP spot imaging, agonist mode; 330,000 compounds, 0.17% hits;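 active = activation at or above 40% of the spot to cytoplasm intensity ratio, with at least 20 cells analyzed; inconclusive = wells under 20 cells, flagged as cytotoxic or low count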;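 also: 0% = DMSO without peptide and 100% = 100 nM NTR1 peptide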
# Target sequence (P30989 whole entry, looked up): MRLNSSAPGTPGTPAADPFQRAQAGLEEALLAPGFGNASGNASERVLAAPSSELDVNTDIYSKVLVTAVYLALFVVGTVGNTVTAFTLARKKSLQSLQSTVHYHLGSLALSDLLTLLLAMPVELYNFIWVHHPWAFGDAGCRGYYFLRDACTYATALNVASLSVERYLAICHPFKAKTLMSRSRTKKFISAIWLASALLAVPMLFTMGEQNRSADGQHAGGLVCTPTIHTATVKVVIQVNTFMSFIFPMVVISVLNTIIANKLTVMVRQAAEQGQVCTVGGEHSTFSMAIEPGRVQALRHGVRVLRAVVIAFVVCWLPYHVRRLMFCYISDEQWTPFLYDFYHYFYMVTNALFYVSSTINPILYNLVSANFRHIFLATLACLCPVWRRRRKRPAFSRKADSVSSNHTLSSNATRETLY
# RSV CPE inhibition – inhibition of RSV-induced cytopathic effect – HEp-2 cells, primary 10 µM value included (AID 2391); one-dose CPE inhibition, % at 10 µM; IC50 in µM for titrated hits; HEp-2 cells, RSV-induced CPE inhibition; higher % means a stronger effect; 310,000 compounds, 0.13% hits; in the data active = a potency from the dose series; inconclusive = CPE inhibition mostly from about 23% at the one dose, without a potency; inactive = the rest, 99 in 100 with CPE inhibition below about 21%; also: strong numbers were not always called active
# Large T inhibition – TAg ATPase/helicase activity blockers – biochemical (AID 1903). one-dose inhibition, % at 20 µM; IC50 in µM for titrated hits. SV40 large T antigen ATPase/helicase inhibition assay; higher % means a stronger effect. 310,000 compounds, 0.39% hits; in the data active = a potency from the dose series; inconclusive = inhibition mostly from about 32% at the one dose, without a potency; inactive = the rest, 99 in 100 with inhibition below about 32%; also: strong numbers were not always called active
# TNAP activators – stimulation of alkaline phosphatase TNAP activity – biochemical, luminescent, no phosphate acceptor, uHTS, primary screen (AID 1001). purified TNAP, luminescent activation assay, no phosphate acceptor; higher activation fold means a stronger effect. one-dose activation fold at 20 µM; EC50 in µM for titrated hits. 200,000 compounds, 0.03% hits; in the data active = activation fold from about 3, or a potency from the dose series; inactive = the rest, 99 in 100 with activation fold below about 1.6; also: many of its hits are not listed in these tables
# Salmonella PhoP GFP – inhibitors of PhoP regulon expression, primary screen, Salmonella Typhimurium, GFP reporter (AID 1863); S. Typhimurium PhoP-regulated promoter GFP reporter, 4 h; higher % means a stronger effect; one-dose inhibition, % at 50 µM; IC50 in µM for titrated hits; 300,000 compounds, 0.16% hits;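 active = inhibition over 29.93%, a cutoff 3 SD above the screen mean, later confirmed by dose response; inconclusive = inhibition over 29.93% but no dose response follow-up; inactive = inhibition at most 29.93% or unconfirmed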;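 also: 0% = low Mg2+ inducing control and 100% = high Mg2+ repressing control; strong numbers were not always called active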
# Myeloid diff MLP – compounds promoting myeloid differentiation; calls only at 10 µM; 360,000 compounds, 1% hits; ER-HoxA9 myeloid progenitors, lysozyme-GFP differentiation, flow cytometry;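 active = normalized GFP-positive differentiation at or above the plate's own cutoff, the solvent-only control mean plus 3 SD; inconclusive = no clear call, values can overlap the other calls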;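 also: cells exposed to compound for four days before flow analysis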
# MgcRacGAP inhibition – MgcRacGAP GTPase-activating activity inhibitors, confirmation, biochemical, ADP Hunter fluorescence; AID 624330; one-dose inhibition, % at 30 µM; IC50 in µM for titrated hits; 340,000 compounds, 0.6% hits; MgcRacGAP-stimulated Rac1 GTP hydrolysis, ADP Hunter fluorescence; higher % means a stronger effect; GST-tagged Rac1 F28L mutant substrate;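 active = first-screen hits whose inhibition reached a set limit at any dose in the follow-up dose series; inconclusive = inhibition above the set first-screen limit but never retested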;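 also: fluorescence reports GDP produced by GAP-driven GTP hydrolysis; strong numbers were not always called active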
# K1F lysis inhibition – protection from phage-mediated lysis, alamar blue read-out – E. coli UTI89, K1F phage, bacterial capsule biogenesis inhibitors (AID 488966) | inhibition, % at 100 µM; hits with a dose series show IC50 in µM | E. coli UTI89 K1F phage lysis, alamar blue, 2 h; higher % means a stronger effect | 340,000 compounds, 0.02% hits;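 active = phage lysis inhibition, versus mean bacterial control, above a set limit; inconclusive = no clear call, values can overlap the other calls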;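 also: capsule biogenesis inhibitors block K1F phage lysis so surviving cells raise fluorescence; higher fluorescence means more inhibition of phage lysis; actives were called in the ten point dose series up to 300 µM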
# T cell modulator vesicle-bound % – second read-out of T cell modulator, no call of its own (marks repeat the call); double positive events, %; measured here: CD8+ vesicle-bound cell fraction;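 binding gate set so that unloaded-vesicle control wells show 10% double positive cells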
# NTR1 ag cell count 20 µM – also measured in NTR1 ag; calls as there; cell count; measured here: cell count, cytotoxicity flag
# Myeloid diff MLP GFP+ MAC1+ % – second read-out of Myeloid diff MLP, no call of its own (marks repeat the call); GFP+ MAC1+ double positive, %; measured here: differentiation confirmed by MAC1 staining
# Starred values were filed as active, the others as inactive; i = inactive; ? = inconclusive; / = no result given; + = active, no number; [ ] = another dose, or the depositor's remark.
SMILES	NTR1 ag	T cell modulator	MgcRacGAP inhibition	Myeloid diff MLP GFP+ MAC1+ %	T cell modulator vesicle-bound %	TNAP activators	Large T inhibition	RSV CPE inhibition	K1F lysis inhibition	Salmonella PhoP GFP	Myeloid diff MLP	NTR1 ag cell count 20 µM
COc1cccc2c1OCC([C@@H]1C[C@H]3CN(Cc4cccc(Cl)c4)C(=O)[C@]34CCCN14)=C2	1.1	i	5%	0.6	41	1.1	3%	5.2%	0.1%	4%	i	44
CCN(CC)c1ccc(CNCc2cccs2)cc1	2.6	i	2%	1.5	45	1	4%	-0.2%	0.0%	0%	i	59
OCCNc1nc2ccccc2n1-c1ccccc1	-0.2	i	11%	2.8	58	1.1	7%	2.2%	1.1%	0%	i	67
Cc1ccc(S(=O)(=O)N(C)C)cc1NC(=O)CN1c2cccc3cccc(c23)S1(=O)=O	-1.4	i	-2%	0.9	31	/	/	0.2%	0.0%[50 µM]	/	i	78
Cc1onc(-c2ccccc2)c1C(=O)N1CCN(c2ccccc2)CC1	0.4	i	5%	1.1	17	/	27%	1.6%	0.3%	1%	i	65
CCOC(=O)CC1C(=O)NCCN1C(=O)c1ccc(Cl)cc1 (centres undefined)	-0.9	i	/	0.5	47	/	8%	0.7%	-0.1%	5%	i	85
CCN(CC)C(=O)Cn1cc(C(=O)C(=O)N2CCN(c3ccccc3)CC2)c2ccccc21	1.0	i	6%	1.0	2	/	-3%	1.9%	0.3%	8%	i	28
Cc1cc(NC2CCCCC2)nc(-c2ccccc2O)n1	9.7	i	27%	0.2	63	1	7%	9.0%	-0.3%	13%	i	46
COc1ccc(N(CC(=O)NCCSCc2cccc(Cl)c2)S(C)(=O)=O)cc1	-0.4	i	1%	0.7	47	/	6%	0.6%	0.1%	3%	i	54
O=c1c2c(O)cc(O)cc2oc2ccc(O)c(O[C@@H]3O[C@H](CO)[C@@H](O)[C@H](O)[C@H]3O[C@H]3O[C@H](CO)[C@@H](O)[C@H](O)[C@H]3O)c12	-0.7	i	19%	0.8	1	/	/	0.0%	-0.8%	/	i	86
Cc1ccc(N2C(=O)c3cccc4c(N)ccc(c34)C2=O)c2cccnc12	16	i	-2%	/	54	/	8%	-0.4%	0.2%	-26%	?	60
CCc1cccc(C)c1NC(=O)COC(=O)c1cc([N+](=O)[O-])ccc1N1CCOCC1	2.3	i	5%	0.8	58	/	13%	8.7%	1.0%[50 µM]	5%	i	75
Cc1cccc(CC(=O)Nc2ccc(C(=O)N3CCCCC3)cc2)c1	0.1	i	1%	0.4	42	/	17%	4.2%	0.2%[50 µM]	-2%	i	49
CCn1c(O)c(/C=C2\C=Nc3ccccc32)sc1=Nc1ccc(C)cc1	2.2	i	6%	1.0	17	1.1	8%	-1.2%	-1.2%	2%	i	57
C=CC[C@@H](CC(=O)N(CCO)Cc1ccccc1)C(=O)N[C@H](COC(=O)[C@@H](CC=C)Cc1ccc(F)cc1)Cc1c[nH]c2ccccc12	12	i	-1%	2.3	11	/	/	/	-1.0%	/	i	64
O=C(c1ccccc1)N1CCN(c2ccc([N+](=O)[O-])c(N3CCOCC3)c2)CC1	-0.6	i	9%	0.4	33	1	10%	4.8%	-0.1%	-6%	i	73
Cc1ccc(N/C=C(/C#N)c2ccsc2)cc1C	2.7	i	11%	0.2	54	1.1	3%	2.8%	0.5%	-4%	i	42
CN(CCCN1CCOCC1)C(=O)c1ccc2nc(Cc3cccc(Cl)c3)oc2c1	-0.7	i	1%	0.9	10	/	18%	0.0%	-0.1%	-6%	i	67
COc1ccc(S(=O)(=O)NCC2CCCO2)c(Cl)c1Cl (centres undefined)	-0.6	i	8%	0.1	53	/	5%	0.5%	2.6%	1%	i	52
CCC(C(=O)OCC(=O)Nc1ccc(F)cc1)c1ccccc1 (centres undefined)	-2.7	i	8%	0.5	47	/	/	-0.7%	-0.2%[50 µM]	/	i	104
CCOc1ccc2nc3cc(NCc4ccc(OC)cc4)ccc3c(N)c2c1	0.8	i	?	8.4*	59	/	36%	1.1%	0.1%	/	+	19
COc1ccc(OC)c(-c2csc(NC(=O)c3ccc(OCC4CCCO4)cc3)n2)c1 (centres undefined)	4.6	i	2%	0.1	42	1	-4%	13%	0.9%	-8%	i	101
O=C(/C(N=Nc1cccc(C(F)(F)F)c1)=C(/O)c1cccs1)C(F)(F)F	10	i	15%	0.5	20	/	13%	4.5%	i	-15%	i	66
CN(C)c1nc2n(c(=S)n1)CCS2	2.2	i	6%	0.7	37	1.2	18%	4.5%	0.9%	5%	i	59
CCOC(=O)CSc1nnnn1-c1cccc2ccccc12	1.4	i	15%	1.4	50	1	-3%	0.2%	0.2%	5%	i	42
COc1ccc(C(=O)CSc2nnnn2C)c(OC)c1	0.9	i	5%	0.4	44	1.1	16%	-0.5%	-0.3%	-1%	i	50
O=C1CC(c2ccc(F)cc2)Cc2nc(N3CCOCC3)ncc21 (centres undefined)	0.0	i	11%	0.5	40	1	1%	1.4%	0.2%	-6%	i	39
CC(=O)Nc1ccccc1Nc1cc(C#N)c(C#N)cc1[N+](=O)[O-]	3.0	i	7%	0.9	51	0.9	/	0.8%	0.0%	/	i	82
O=C(CCc1nc2ccccc2[nH]c1=O)OCC(=O)c1ccc(Cl)cc1	0.2	i	6%	6.5	9	1.1	4%	-1.0%	2.9%	2%	i	54
O=C(O)CCN1C(=O)c2ccc(NC(=O)C(c3ccccc3)c3ccccc3)cc2C1=O	2.0	i	13%	0.6	8	/	13%	0.9%	-0.2%	-11%	i	76
O=C(CCC(=O)N1CCOc2ccccc21)NCCN1CCOCC1	0.5	i	9%	1.6	31	/	15%	2.2%	1.9%	/	i	99
Cc1nc(NC(=O)c2oc3ccccc3c2C)sc1C(=O)N(C)C	1.1	i	9%	0.1	27	1	3%	-1.3%	9.4%	-7%	i	76
CCNC(=S)N/N=C/c1ccc(OCC(=O)Nc2ccc(OC)cc2)c(OC)c1	-1.1	i	8%	0.3	4	1	8%	0.3%	0.2%	2%	i	50
CC(C)(C)OC(=O)NCCc1nnc(SCC(N)=O)o1	0.9	i	5%	2.6	44	1.1	9%	1.1%	-0.2%	-1%	i	93
CCN(CCO)c1nc(N2CCCCC2)c2cnn(C)c2n1	-1.2	i	11%	1.4	26	/	8%	1.6%	0.5%	-6%	i	77
Cc1c(C)n(C)c2ccc(C(=O)NCCCN3CCCCC3)cc12	-0.8	i	12%	0.5	5	/	2%	0.5%	0.1%	6%	i	70
COc1ccc(NC(=O)c2cccc(Cn3cc(Br)c([N+](=O)[O-])n3)c2)c(C)c1	1.4	i	6%	0.6	61	1.1	3%	0.4%	0.3%	0%	i	81
O=C(Nc1ccc2c(c1)OCCO2)c1ccc(S(=O)(=O)N2CCCCC2)cc1	0.5	i	8%	0.6	38	1.1	4%	2.2%	0.8%	2%	i	66
CCCn1nc(C(=O)Nc2cccc(S(=O)(=O)N(C)c3ccccc3)c2)c2ccccc2c1=O	1.0	i	-3%	0.8	26	/	/	/	0.3%[50 µM]	/	i	27
CC(=O)c1cc(C(=O)Nc2ccccc2C(=O)O)oc1C	0.0	i	-6%	1.1	42	0.9	1%	3.3%	0.5%	-2%	i	49
CCn1cc(C(=O)OCC(=O)c2cc(C)n(-c3ccccc3F)c2C)c(=O)c2ccc(C)nc21	1.7	i	11%	0.6	19	1.1	14%	6.6%	-0.8%[50 µM]	-6%	i	67
COc1ccc(-c2cn[nH]c2-c2ccc(O)cc2O)cc1	2.2	i	44µM*	0.6	60	/	26%	12%	0.1%	-3%	i	95
Cc1ccc(N2C(=O)NC(NC(=O)c3ccc(Cl)cc3)(C(F)(F)F)C2=O)cc1 (centres undefined)	9.0	i	6%	0.3	2	1.1	15%	12%	1.2%[50 µM]	-19%	i	55
COc1ccc(N(C(=O)c2snc(C(N)=O)c2N)C(C(=O)NCC2CCCO2)c2ccc3ncccc3c2)cc1OC (centres undefined)	0.6	i	7%	1.0	37	/	3%	1.6%	-0.3%	5%	i	53
Cc1ccsc1/C=C/c1n[nH]c(=O)c(C#N)c1C	1.7	i	1%	0.4	32	/	-2%	1.0%	0.4%	7%	i	58
COCC(O)CSc1nc(C)[nH]c1[N+](=O)[O-] (centres undefined)	-1.2	i	4%	0.9	62	1.1	8%	-1.3%	0.2%	-3%	i	65
C=CCn1c(CCC(O)COCCCCC)n[nH]c1=S (centres undefined)	-1.0	i	13%	0.4	19	/	20%	1.2%	0.8%	0%	i	44
O=C(NCCN1CCOCC1)c1nn2c(c1Cl)NC(c1ccccc1)CC2C(F)(F)F (centres undefined)	2.3	i	4%	9.4	10	1	21%	-1.6%	1.9%	-11%	i	60
CCN(CC)C(=O)CSc1nc2ccccc2o1	0.8	i	12%	0.7	15	1	6%	0.7%	0.1%	-4%	i	49
CC(NC(=O)C1CCCN1S(=O)(=O)c1cccc2cccnc12)c1ccccc1 (centres undefined)	1.8	i	1%	0.7	40	1.2	1%	5.4%	-3.4%	5%	i	60
COc1ccc(Cl)cc1NC(=O)CSc1nnc(COc2ccccc2)n1C	0.4	i	3%	2.3	7	1	4%	14%	1.1%	2%	i	46
CCCCc1cc(=O)oc2cc(C)cc(OC(C)C(=O)NCC3CCC(C(=O)O)CC3)c12 (centres undefined)	-2.7	i	-2%	3.9	11	/	/	0.0%	1.5%	/	i	88
O=C(COC(=O)[C@H](Cc1ccccc1)N1C(=O)c2ccccc2C1=O)Nc1ccc2c(c1)OCO2	6.7	i	5%	0.9	42	1	6%	0.5%	1.1%	15%	i	72
